RNase H inhibition = RNase H inhibition, HIV 1 Gag Pol polyprotein, FRET biochemical assay, screening (AID 372). HIV-1 RT RNase H, FRET RNA/DNA substrate fluorescence; higher % means a stronger effect. hit rate 0.77% among 100,000. inhibition, % at 10 µM; hits with a dose series show IC50 in µM; in the data active means inhibition above about 50%
* hit, by the source's call. The list is partial; the hit share may differ from the screen's.

SMILES	RNase H inhibition
Cc1ccc(C)c(OCC(O)CN2CCN(Cc3ccc4c(c3)OCO4)CC2)c1 (configuration not stated)	5%
COc1cccc(NC(=O)CN(CCc2ccccc2)S(=O)(=O)c2ccccc2)c1	17%
CCCCOC(=O)Nc1ccc(C(=O)OC)cc1	6%
COc1ccc(/C=N/NC(=O)CN2CCSCC2)c(OC)c1	2%
COc1ccc(C2SCC(=O)N2CC23CC4CC(CC(C4)C2)C3)cc1 (configuration not stated)	8%
CCOC(=O)c1c(-c2ccc(Cl)cc2)csc1NC(=O)C1CCCCC1C(=O)O (configuration not stated)	13%
Cc1c(-c2nc(-c3cccnc3)no2)cccc1[N+](=O)[O-]	10%
Cc1c(Cl)cccc1NC(=O)CSc1nc2ccc([N+](=O)[O-])cc2s1	14%
CCOC(=O)C1=C(C)NC2=C(C(=O)CCC2)C1c1ccccc1I (configuration not stated)	5%
COc1ccc(S(=O)(=O)Nc2ccc3c(c2)OCO3)cc1	11%
CC(=O)Nc1ccccc1NC(=O)COc1ccc(Cl)cc1C	6%
O=C(O)c1cccc(-c2ccc(/C=C3\SC(=S)N(Cc4ccccc4)C3=O)o2)c1	30%
CC1(C)CC(C(CCNCc2ccccc2)c2ccccc2)CCO1 (configuration not stated)	7%
Cc1ccc(/C=C2/SC(=S)N(CCC(=O)N3CCCCC3)C2=O)cc1	3%
CC1(C)Cc2c(sc3[nH]c(=O)n(-c4ccccc4)c(=O)c23)CO1	3%
S=C(CN1CCCC1=S)N1CCOCC1	0%
O=C(CCc1ccccc1)Nc1nncs1	15%
Cc1cccc(C)c1NC(=O)CSc1nc2ccc(NC(=O)CSc3nccn3C)cc2s1	8%
CCC(=O)NNc1nc2c(c(=O)n1C1CCOC(C)(C)C1)C1(CCCCC1)Cc1ccccc1-2 (configuration not stated)	4%
O=C(COC(=O)c1ccc2c(c1)C(=O)N(c1ccc(Oc3ccccc3)cc1)C2=O)c1ccc(Br)cc1	22%
O=C(Cc1ccc(F)cc1)Nc1ccc(Cl)cc1Cl	0%
COc1ccc(OCC(=O)NNC(=O)c2cccc(C)c2)cc1	0%
COc1ccc(O)c(-c2cc(-c3ccccc3)n[nH]2)c1	9%
Cc1cccc(N2C(=O)c3ccc(C(=O)OC(C)C)cc3C2=O)c1	19%
COc1ccc(N(CC(=O)NCCSc2ccc(C)cc2)S(C)(=O)=O)cc1Cl	15%
CCCC(=O)c1c(NCc2ccccc2)cc(C)oc1=O	16%
O=S(=O)(c1ccccc1)N1CCN(Cc2cccc(Cl)c2)CC1	12%
Cc1cccc(C(=O)Nc2ccc(S(=O)(=O)Nc3nccs3)cc2)c1	12%
CC(C)C1Cc2ccccc2-c2[nH]c(=S)[nH]c(=O)c21 (configuration not stated)	15%
CCOc1ccc(NC(=S)NC(NC(=O)c2cccc(OC)c2)C(Cl)(Cl)Cl)cc1 (configuration not stated)	30%
COC(=O)c1ccccc1NC(=O)COc1ccc(-c2ccc(C)cc2)cc1	15%
Cc1c(C(c2cccc(Br)c2)c2c(C)n(C)n(-c3ccccc3)c2=O)c(=O)n(-c2ccccc2)n1C	13%
CCCCS(=O)(=O)CC(O)COc1ccc(Cl)cc1 (configuration not stated)	0%
CC(C)C(C(=O)O)N1C(=O)/C(=C/c2cccc(O)c2)SC1=S (configuration not stated)	6%
CCOc1ccc(C2NC(=O)NC(C)=C2C(=O)OCCc2ccccc2)cc1OC (configuration not stated)	3%
Clc1ccc(-c2ccc(C=Nc3ccc4oc(-c5ccccc5Br)nc4c3)o2)cc1	13%
COc1ccc(-c2nc3cc(NC(=S)NC(=O)c4cccc(F)c4)ccc3o2)cc1	26%
COc1ccc(C(=O)/C=C/c2ccccc2F)cc1OC	11%
O=C(Nc1cc(Cl)ccc1Cl)c1ccc([N+](=O)[O-])o1	6%
Cc1cc(C)c2[nH]c(O)c(N=NC(=O)COc3c(Cl)cc(Cl)cc3Cl)c2c1	7%

Brought forward from above: 3 compounds, then new ones.
SMILES	RNase H inhibition
COc1ccc(C(=O)/C=C/c2ccccc2F)cc1OC	11%
O=C(Nc1cc(Cl)ccc1Cl)c1ccc([N+](=O)[O-])o1	6%
Cc1cc(C)c2[nH]c(O)c(N=NC(=O)COc3c(Cl)cc(Cl)cc3Cl)c2c1	7%
COc1ccc(N(CC(=O)Nc2ccc(I)cc2)S(=O)(=O)c2ccccc2)cc1Cl	8%
CCC(=O)c1cc(Cl)ccc1NC(=O)c1ccccc1Cl	41%
Cc1ccc(OCCNC(=O)Cc2cccc3ccccc23)cc1C	7%
Cc1nc2cc(NCc3cc4ccccc4[nH]3)ccc2n1C	9%
Cc1[nH]n(-c2ccccc2)c(=O)c1C=Nc1ccccc1	10%
COc1ccc(CC(=O)NC2C3CC4CC(C3)CC2C4)cc1 (configuration not stated)	6%
CCOC(=O)C1=C(C)NC2=C(C(=O)CC(c3ccc(OC)cc3)C2)C1c1ccc(OCc2ccccc2)cc1 (configuration not stated)	10%
N#C/C(=C\c1ccc(Br)cc1)C(=O)NCCc1ccccc1	10%
CCCOC(=O)c1c(N)sc2c1CCC(C)C2 (configuration not stated)	7%
O=S(=O)(NCC(c1ccccc1)N1CCCCC1)c1ccc(Cl)cc1 (configuration not stated)	0%
COc1cc(Br)c(/C=C2/C(=O)NN(c3ccccc3)C2=O)cc1OC	11%
Cc1c(OS(C)(=O)=O)ccc2c3c(c(=O)oc12)CCCC3	7%
CCN(CC)CCCNC(=O)c1ccc(Cl)cc1	0%
CCc1ccc2oc(-c3cccc(NC(=S)NC(=O)c4ccccc4Cl)c3)nc2c1	10%
O=C1CC(NCc2ccc(F)cc2)C(=O)N1c1ccccc1 (configuration not stated)	13%
O=C1C2ON(c3ccccc3)C(c3ccc(F)cc3)C2C(=O)N1c1ccccc1 (configuration not stated)	7%
CCCOc1ccc(C(=O)NC(=S)Nc2ccc([N+](=O)[O-])cc2OC)cc1	27%
CCOC(=O)c1c(NC(=S)NCCc2ccccc2)sc2c1CCCC2	22%
COc1ccc(C2CC(=O)C3=C(C2)NC(C)=C(C(=O)OCCc2ccccc2)C3c2ccc(OC)cc2)cc1 (configuration not stated)	7%
Cc1cc(Br)ccc1NC(=O)c1cccc2ccccc12	9%
CCOC(=O)N/N=C/c1ccc(O)c(OCC)c1	4%
CCOC(=O)/C(N=Nc1ccc(OC)cc1[N+](=O)[O-])=C(/C)O	0%
Cc1sc(NC(=O)NC2CCCCC2)nc1-c1ccccc1	6%
O=C(c1ccc(F)cc1)c1ccc(NS(=O)(=O)c2ccc(Cl)cc2)cc1	0%
N#Cc1ccc(Oc2cccc(C(=O)O)c2)cc1	7%
O=c1cnnc(N/N=C/c2cccnc2)[nH]1	9%
CCOC(=O)C1=C(O)/C(=C\c2ccc(OC)cc2)N=C1/C=C/N(C)C	13%
CC(=O)Nc1ccc(Oc2ccc3c(c2)C(=O)N(c2ccc(Oc4ccccc4)cc2)C3=O)cc1	2%
COc1ccccc1OCCOc1ccccc1OC	28%
C=CCN1C(=O)/C(=C\c2cc(OC)c(O)c([N+](=O)[O-])c2)C(=O)NC1=S	1%
COc1cc(C2C3=C(CC(C)(C)CC3=O)OC3=C2C(=O)CC(C)(C)C3)ccc1Oc1ccc(C(F)(F)F)cc1[N+](=O)[O-]	9%
O=C(CC1Sc2ccccc2NC1=O)Nc1ccc(I)cc1 (configuration not stated)	4%
O=C(Nc1ccc(Cl)cc1)Nc1ccc(I)cc1F	2%
CC(C)c1ccc(N(CC(=O)N/N=C/c2cc(Cl)cc(Cl)c2O)S(=O)(=O)c2ccccc2)cc1	12%
C=CCOC(=O)C1=C(C)NC(=O)NC1c1ccc(Cl)cc1 (configuration not stated)	11%
COc1c(Cl)cc(C(=O)Nc2cccc3ccccc23)cc1Cl	14%
C#CCOC(=O)/C(=C/c1ccco1)NC(=O)c1ccccc1	11%
C=CCc1ccc(OCCCOc2cc(Cl)ccc2Cl)c(OC)c1	16%
Fc1cccc(Cl)c1COc1ccc(/C=N/n2cnnc2)cc1	10%
Cc1ccc(-c2csc(NC(=O)C3C4CCC(C4)C3C(=O)O)n2)cc1C (configuration not stated)	4%

Following part.
molecule	RNase H inhibition
CCCCC/C(C)=C(\C#N)C(=O)OCC	0%
c1cc(NCc2ccc3c(c2)OCO3)cc(-c2nc3ccccc3s2)c1	0%
O=C1c2ccccc2C(=O)c2c(NC3CCCCC3)cccc21	8%
O=C1NC(=Nc2cccc(O)c2)S/C1=C\c1cccc(O)c1	18%
COc1ccc(C(=O)Nc2cccc(C(C)=O)c2)cc1OC	0%
COc1ccc(-c2csc(/C(C#N)=C\Nc3cc(Cl)ccc3Cl)n2)cc1OC	40%
N#Cc1c(NC(=O)c2cnn3c(C(F)(F)F)cc(-c4ccccc4)nc23)sc2c1CCCC2	8%
C=C(C)c1cccc(C(C)(C)NC(=O)NCc2ccc(Cl)cc2)c1	5%
O=C(CCCOc1ccc(Cl)cc1Cl)Nc1ccccn1	5%
CC1=C(C(=O)Nc2cccc(Cl)c2C)C(c2ccc(Cl)cc2)NC(=S)N1 (configuration not stated)	10%
CC(NC(NC(C)C12CC3CC(CC(C3)C1)C2)=C(C(Cl)=C(Cl)Cl)[N+](=O)[O-])C12CC3CC(CC(C3)C1)C2 (configuration not stated)	10%
CCOC(=O)N1CCN(Cc2ccc(SC)cc2)CC1	8%
C/C=C/c1ccc(OCCOCCOc2ccc(C)c(C)c2)c(OC)c1	6%
COc1ccc(-c2ccc(/C=C3/SC(=S)NC3=O)o2)cc1Cl	43%
O=[N+]([O-])c1ccc(-n2nnc3ccccc32)nc1	0%
O=C(OCc1ccccc1)Sc1nc2ccccc2o1	16%
CCCCN(C)Cc1c(C)[nH]c2c(ccc3ccccc32)c1=O	0%
O=C(/C=C/c1ccc(-c2cccc(Cl)c2Cl)o1)c1ccco1	11%
O=C1CC(c2cccc(Cl)c2)c2cc(Br)c3ccccc3c2N1 (configuration not stated)	22%
Cc1cc(/C=C2/SC(=O)NC2=O)c(C)n1-c1ccc(N2CCOCC2)cc1	20%
COc1c([N+](=O)[O-])cc2c(C)c(Br)c(=O)oc2c1OC	8%
COc1cccc(OCCCCOc2ccc(Cl)c(C)c2)c1	30%
O=C(NC(=S)Nc1ccc2oc(-c3ccncc3)nc2c1)c1ccc(F)cc1	22%
CCCCCOC(=O)C[n+]1csc2ccccc21	11%
FC(F)(F)c1ccc(CN2CCN(c3ncccn3)CC2)cc1	0%
O=C(COc1ccc(Cl)cc1)NC1=NN(c2ccccc2)C(=O)C1	4%
Cc1ccc(OCCCN2CCN(C)CC2)c(C(C)(C)C)c1	7%
CC(=O)c1cccc(N2C(=O)C3C4C=CC(C4=C(C)C)C3C2=O)c1 (configuration not stated)	0%
CCN1/C(=C2/OC(=S)N(C)C2=O)C=Cc2ccccc21	14%
CCOC1=NC(C(F)(F)F)(C(F)(F)F)N=C(N2CCOCC2)O1	6%
CC1CCN(C(=O)c2ccc(Cl)c(Cl)c2)CC1	10%
Cc1c(Cl)c(=O)oc2c(C)c(OCc3ccccc3)ccc12	13%
Cc1ccc2nc(-c3cc(NC(=O)COc4ccccc4)ccc3OC(=O)COc3ccccc3)oc2c1	7%
N#C/C(=C/C=C/c1ccccc1)C(=O)Nc1ccccc1	6%
N#Cc1cccc2c1-c1ccccc1/C2=N\NC(N)=O	6%
COc1ccc(/C=C/C(=O)Nc2ccc(I)cc2Cl)cc1	15%
C=CCN1C(=O)/C(=C/c2cccc([N+](=O)[O-])c2OC)SC1=S	4%
O=C(Nc1cccc(-c2nc3ccccc3s2)c1)c1ccc(Cl)c(Cl)c1	14%
CCC(=O)c1ccc(N2CCN(C(=O)c3c(F)cccc3F)CC2)c(F)c1	0%
COc1cc(/C=c2\sc3nc4cc(C)c(C)cc4n3c2=O)ccc1OCc1ccc(C)cc1	14%

An excerpt from above in order of SMILES length, rising.
molecule	RNase H inhibition
N#C/C(=C/C=C/c1ccccc1)C(=O)Nc1ccccc1	6%
O=C(COc1ccc(Cl)cc1)NC1=NN(c2ccccc2)C(=O)C1	4%
O=C(NC(=S)Nc1ccc2oc(-c3ccncc3)nc2c1)c1ccc(F)cc1	22%

Pulled one by one from the list above (three):
molecule	RNase H inhibition
CCCCOC(=O)Nc1ccc(C(=O)OC)cc1	6%
CCc1ccc2oc(-c3cccc(NC(=S)NC(=O)c4ccccc4Cl)c3)nc2c1	10%
Cc1[nH]n(-c2ccccc2)c(=O)c1C=Nc1ccccc1	10%

(more compounds)
molecule	RNase H inhibition
O=C(c1cc2nc(-c3ccccc3)cc(C(F)(F)F)n2n1)N1CCOCC1	5%
CCCOc1ccc(C2C(C(=O)OCCOc3ccccc3)=C(C)NC3=C2C(=O)CC(c2ccccc2)C3)cc1 (configuration not stated)	17%
Cc1cc(C)c(C#N)c(SCc2ccc(Br)cc2)n1	13%
O=c1[nH]c2ccccc2cc1/C=N\Nc1nc(-c2ccccc2)c2cc(Cl)ccc2n1	15%
COc1cc(C=O)ccc1OC(=O)c1ccc(Cl)cc1	24%
CC(=O)C1C(=O)CC(C)(O)C(C(C)=O)C1/C=C/c1ccccc1 (configuration not stated)	2%
C=C(C)c1cccc(C(C)(C)NC(=O)Nc2ccc(C(=O)N3CCOCC3)cc2)c1	0%
O=C(NCc1cccnc1)c1ccc2ccccc2c1	9%
C=CCn1c(=O)c(C(=O)Nc2cc(C)ccn2)c(O)c2ccccc21	0%
CCCCCc1ccc(-c2ccc(C(=O)O)cc2)cc1	18%
COc1ccccc1NC(=O)c1ccc(N(Cc2ccccc2)S(C)(=O)=O)cc1	9%
c1ccc(CNc2ccc3cn[nH]c3c2)cc1	12%
Cc1ccnc(NC(c2ccc(C(C)(C)C)cc2)c2ccc3cccnc3c2O)c1 (configuration not stated)	17%
COc1cccc(C2C(C(=O)OC3CCCC3)=C(C)NC3=C2C(=O)CC(c2ccc(Cl)cc2)C3)c1 (configuration not stated)	12%
Cc1cccc(NC(=O)c2ccc(F)cc2)c1C	2%
O=C(N/N=C/c1ccc(-c2ccc(Cl)cc2)o1)c1cccc(F)c1	4%

Screening data: PubChem, MTDP
